PriA SSB inh: inhibitors of Klebsiella pneumoniae PriA binding to SSB C-terminal tail, primary screen, biochemical, AlphaScreen. PriA–SSB C-terminal tail interaction (Klebsiella pneumoniae). AlphaScreen SSBct-PriA binding, biotinylated peptide. inhibition, % at 33 µM. 430,000 tested, 0.6% active. AID 1272365, 2023; in the data active means inhibition mostly above about 37%, no sharp cut-off; inactive means mostly below about 20%;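 further: plate controls were negative control peptide for no effect and reference peptide for full effect; strong numbers were not always called active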
3CLpro inhibitor: SARS-CoV 3CLpro protease inhibitors, primary screen, biochemical, quenched FRET; Replicase polyprotein 1ab (Severe acute respiratory syndrome coronavirus), P0C6X7; recombinant SARS-CoV 3CLpro, quenched FRET peptide cleavage; inhibition, % at 6 µM; 290,000 tested, 0.14% active; in the data active means inhibition above about 12%
BoNT-A LC inh2: BoNT/A light chain protease inhibitors, primary screen, biochemical, flow cytometry, MLPCN library; multiplex microsphere protease substrate cleavage; Botulinum neurotoxin type A light chain protease (Clostridium botulinum A str. ATCC 3502); inhibition, % at 10 µM; 360,000 tested, 0.17% active; AID 588499, 2011; further: plate controls were buffer without enzyme for full effect and enzyme alone for no effect
Y pestis TopoI: Yersinia pestis topoisomerase I inhibitors, primary screen, biochemical, cleavage product accumulation, plate reader, single point | DNA topoisomerase I (Yersinia pestis CO92) | Y. pestis Topo-I cleavage product accumulation | activity, % at 10 µM | 360,000 tested, 0.064% active | AID 504884, 2011; in the data active means activity above about 50%, passing the limit was not always enough; inconclusive means no clear call, values can overlap the other calls; further: inactives centre near 2
Anthrax LF prot: Bacillus anthracis LF protease inhibitors, primary screen, biochemical, multiplex microsphere, MLPCN library; AID 588501, 2011; 360,000 tested, 0.12% active; multiplex microsphere protease cleavage assay; inhibition, % at 10 µM; Lethal factor (Bacillus anthracis), P15917; further: plate controls were buffer without enzyme for full effect and enzyme alone for no effect
Target sequence (P15917 whole entry, looked up): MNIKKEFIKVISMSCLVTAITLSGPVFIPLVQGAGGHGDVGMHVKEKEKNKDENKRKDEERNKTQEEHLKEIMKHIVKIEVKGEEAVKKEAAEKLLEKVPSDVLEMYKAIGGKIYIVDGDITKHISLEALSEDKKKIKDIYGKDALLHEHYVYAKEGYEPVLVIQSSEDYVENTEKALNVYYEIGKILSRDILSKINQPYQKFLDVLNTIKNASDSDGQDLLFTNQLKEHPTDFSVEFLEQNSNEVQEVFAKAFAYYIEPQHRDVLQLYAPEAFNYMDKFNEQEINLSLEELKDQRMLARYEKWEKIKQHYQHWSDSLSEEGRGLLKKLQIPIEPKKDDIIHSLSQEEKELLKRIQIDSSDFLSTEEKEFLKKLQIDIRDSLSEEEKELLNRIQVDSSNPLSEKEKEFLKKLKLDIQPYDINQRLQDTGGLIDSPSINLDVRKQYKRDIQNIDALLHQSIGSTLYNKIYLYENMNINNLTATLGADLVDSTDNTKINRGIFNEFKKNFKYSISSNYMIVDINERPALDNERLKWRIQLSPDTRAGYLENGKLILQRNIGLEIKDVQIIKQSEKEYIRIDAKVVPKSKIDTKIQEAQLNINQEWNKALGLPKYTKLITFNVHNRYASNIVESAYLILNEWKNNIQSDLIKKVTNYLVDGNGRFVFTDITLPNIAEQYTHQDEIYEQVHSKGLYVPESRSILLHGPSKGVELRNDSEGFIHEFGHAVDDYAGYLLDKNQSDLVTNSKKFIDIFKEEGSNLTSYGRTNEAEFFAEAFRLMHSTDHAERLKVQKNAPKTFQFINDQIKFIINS
BH1578 lux ind: inducers of Vibrio cholerae quorum light production without autoinducers, primary screen, BH1578 luxS cqsA deficient, single point; activation, % at 18.7 µM; 350,000 tested, 0.16% active; AID 588436, 2011; V. cholerae BH1578 lux reporter, luminescence, 6 h; in the data active means activation mostly above about 9.7%, no sharp cut-off; inconclusive means no clear call, values can overlap the other calls; inactive means mostly below about 3.7%; further: not every result past the cut was called active; inactives centre near 0; reference of the scale not given here
TcdB inh: TcdB glycohydrolase inhibitors, primary screen, biochemical, single point, plate reader | Toxin B (Clostridioides difficile), P18177 | AID 652162, 2013 | 350,000 tested, 0.24% active | inhibition, % at 9.99 µM | TcdB glycohydrolase enzymatic assay; in the data active means inhibition above about 10%
PfHsp40 yeast: rescue of yeast from PfHsp40 toxicity, primary screen, S. cerevisiae, ATP luminescence; S. cerevisiae expressing PfHsp40, growth rescue; growth rescue, % at 12.5 µM; 340,000 tested, 0.68% active; AID 504582, 2011; in the data active means growth rescue above about 28%, passing the limit was not always enough; inconclusive means no clear call, values can overlap the other calls;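 further: yeast W303a lacking pdr1 and pdr3 grown in galactose medium; growth measured after three days at 30 °C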
PrPC TRFRET: inhibitors of human cell surface prion protein PrPC, primary screen, cell-based, TR-FRET; inhibition, % at 13.8 µM; AID 720596, 2013; Major prion protein (Homo sapiens), P04156; TR-FRET read-out; 370,000 tested, 0.43% active; in the data active means inhibition above about 24%; further: 0% = median of the test wells and 100% = reference compound wells
The depositor's hits bear a star; i = inactive; ? = inconclusive; nt = no result given; & = joins results of further samples. Unless noted, no stated cut-off is given here; in the data, active means inhibition above about 30%; inconclusive means no clear call, values can overlap the other calls; inactive means below that. The list is partial; rates above refer to the full screens.

Value order – PriA SSB inh, 3CLpro inhibitor, BoNT-A LC inh2, Y pestis TopoI, Anthrax LF prot, BH1578 lux ind, TcdB inh, PfHsp40 yeast, PrPC TRFRET
#1 O=C1NC[C@@H](c2ccccc2)OC(=O)[C@H](Cc2ccc(F)cc2)C/C=C\C[C@H]1CC(=O)N(CCO)Cc1ccccc1
→ -2.3, nt, 0.3, 15.1, -10.2, -0.5, 1.5, 2.2, 6.0
#2 O=C(CC(C(=O)O)c1c(F)cccc1Cl)c1ccc(Cl)cc1 (stereo not given)
→ -6.0, 2.1, -2.1, 8.4, 11.7, -0.4, 1.9, -0.3, 1.4
#3 CCC(=O)N1c2ccc(S(=O)(=O)N3CCCCC3)cc2CC1C (stereo not given)
→ -12.9, 0.5, 0.4, -4.4, -2.0, i, 0.5, -0.8, 0.2
#4 O=C(O)CCC(=O)Nc1ccc(F)cc1
→ -13.2, 2.0, 0.6, 4.0, -0.9, i, nt, -0.3, 2.0
#5 CCOc1ccc(C(=O)NCCC(=O)NCCCC(=O)O)cc1
→ -2.6, -8.3, -0.2, ?, -5.8, -1.7, 0.2, 0.3, 1.6
#6 CN(C)S(=O)(=O)Oc1ccccc1C(=O)Nc1ccc(F)cc1
→ 3.9, 6.8, 0.2, -1.1, 1.1, -0.3, 1.5, -0.9, -2.4
#7 CCOc1ccccc1N1CCN(C(=O)NCc2ccc(F)cc2)CC1
→ -5.8, -11.6, -0.2, 6.4, 4.3, -6.2, 0.3, -0.7, 4.6
#8 CC1CC(C)(C)CC2(C1)NC(=O)N(CC(=O)N1CCN(Cc3ccc(C#N)cc3)CC1)C2=O (stereo not given)
→ -12.3, nt, 5.3, 23.5, -4.1, i, 1.2, -2.1, 6.9
#9 Cc1ccc(S(=O)(=O)N2CCN(CC(=O)NC3CCCc4ccccc43)CC2)cc1C (stereo not given)
→ 5.5, -2.0, -0.1&0.9, 25.4&4.4, -0.2&-1.6, -2.2, -4.0, -0.5&-0.4, 2.0&-4.0
#10 CN(C)c1nc(-c2cccnc2)nc(-c2ccccc2)c1C#N
→ 1.9, 0.3, 1.6, 2.5, -3.5, -0.6, 0.4, -1.1, -2.5
#11 COCc1ccc(C(=O)N2CCN(CC(=O)N3CCCC3)CC2)cc1
→ 1.1, nt, 0.2, 3.1, -5.8, -0.4, -7.3, 0.9, 4.7
#12 CN(Cc1ccccc1)C1CCCN(C(=O)COc2ccccc2Cl)C1 (stereo not given)
→ -0.6, -3.0, 1.3, 26.9, -2.2, -0.1, 1.1, 1.1, -6.1
#13 CN1[C@@H](COCc2ccccc2)C=CS1(=O)=O
→ nt, nt, 1.0, nt, -7.4, nt, -7.5, nt, 14.7
#14 O=C(Nc1ccccc1)OC1CCCCc2cccnc21 (stereo not given)
→ 4.5, 1.6, ?, 2.7, 30.1*, i, 3.7, 0.3, -6.2
#15 COc1ccc(N(C(=O)c2cccnc2)S(=O)(=O)c2ccc(OC)c(OC)c2)cc1
→ -7.9, 2.6, -0.4, 11.2, -2.6, -0.2, 0.4, 2.4, -5.3
#16 CC(C)CCn1c(=O)c2ccccc2n2c(CCC(=O)NC3CCN(Cc4ccccc4)CC3)nnc12
→ -3.7, 0.0, 1.4, 14.0, -0.8, -0.4, -6.9, -1.5, -2.1
#17 CC(C)C[C@H]1CN([C@@H](Cc2ccc(O)cc2)CN2CCC[C@@H]2CN2C(=S)NC[C@@H]2Cc2ccccc2)C(=S)N1CCc1ccccc1
→ nt, nt, -1.2, nt, 1.8, nt, 2.0, nt, 2.9
#18 CCS(=O)(=O)N1CCc2nc(-c3ccccc3)sc2C1
→ 91.0*, 3.0, -5.4, -0.3, -1.4, -5.6, 1.4, -0.5, -1.8
#19 CCC(=O)N1CCN(c2ccc(NC(=O)c3ccc(Br)o3)cc2)CC1
→ 11.4, -3.1, 1.0, -3.8, -0.5, -0.2, -0.4, 7.4, 0.5
#20 COc1ccc(C(C(=O)NC2CCCCC2)N(C(=O)Cc2c[nH]c3ccccc23)c2ccccc2)cc1OC (stereo not given)
→ 13.1, 5.0, 1.0, -7.1, -1.4, -0.2, nt, -1.3, 3.7
#21 Cc1cccc(Cc2nnc(CCC(=O)N3CCCC(CN4CCOCC4)C3)o2)c1 (stereo not given)
→ -1.9, 5.5, -0.1, 7.0, -2.8, i, 1.5, -0.1, -1.3
#22 CCn1c(SCC(=O)Nc2cc(C)nn2-c2ccccc2)nnc1-c1cccs1
→ -13.7, 0.1, 5.9, 7.6, -4.7, i, -0.3, 0.2, 0.9
#23 CCC(C)NCC(=O)Nc1cc(S(=O)(=O)N(CC)c2ccccc2)ccc1Cl (stereo not given)
→ -9.5, -0.3, -0.3, 33.2, 0.7, -0.5, nt, -1.4, -0.6
#24 Cc1ccc2[nH]c(CCN(C)C)c(CC#N)c2c1
→ 12.9, 2.5, 0.5, 1.1, -3.3, -0.4, nt, 1.2, -6.1
#25 CCOC(=O)CNC(=O)CSc1nccn1Cc1ccco1
→ 5.3&-8.0, 0.6, -0.3, -6.1, 4.2, i, -0.1, -0.4, -1.0
#26 Cc1c(C(=O)N(C)C)c2cc(Cl)ccc2n1O
→ 3.7, -0.8, 0.5, -0.8, -0.4, -0.3, -3.0, -1.2, 5.1
#27 Cc1ccc2c(c1)nnn2C1CCN(CC(=O)c2ccc(Cl)cc2)CC1
→ 0.4, -2.5, 0.8, 3.0, 0.2, -0.6, nt, 0.2, 2.7
#28 O=c1oc(-c2cccs2)nc2c1cnn2-c1ccccc1
→ -2.7, 3.9, ?, 13.9, 1.3, -0.7, nt, 1.8, -9.2
#29 Cc1onc(-c2ccccc2Cl)c1C(=O)Nc1ccc(Br)cc1
→ -15.3, 6.3, -0.7, -0.3, -9.0, i, 1.2, -2.1, 3.4
#30 COc1ccc(/C=N/NC(=O)c2cccc([N+](=O)[O-])c2)cc1OC
→ nt, -0.2, -0.7, -10.4, 0.6, i, 0.1, -0.2, -16.2
#31 CC(NC(=O)CSCc1ccccc1Br)c1ccccc1 (stereo not given)
→ -14.7, -2.2, 0.2, 23.0, 0.1, -0.4, nt, 0.1, -2.1
#32 CC(Oc1ccc(Cl)cc1)C(=O)Nc1ncccn1 (stereo not given)
→ 0.3, -4.2, 1.4, -0.4, 0.7, -1.0, nt, -0.8, 4.2
#33 CCOc1ccc(N2CC(C(=O)OCC(=O)c3ccc(OC)cc3)CC2=O)cc1 (stereo not given)
→ -7.8, -5.7, -0.5, 19.5, -1.8, -0.2, -0.2, -0.4, 0.4
#34 COc1ccc(OC)c(-c2csc(NC(=O)CSc3ccccc3)n2)c1
→ 5.1, 4.7, -0.2, -7.3, -0.5, -0.3, nt, -1.5, 6.5
#35 Cc1ccc(OCc2nnc(NC(=O)c3cccnc3)s2)cc1
→ -5.5, 2.8, -3.0, 1.2, -8.0, -0.8, 0.7, 0.4, 2.8
#36 COc1ccc(Cl)cc1NC(=O)CN(C)C(=O)c1cc(C)oc1C
→ 0.7, nt, 3.5, 1.9, -1.6, i, 0.9, 0.7, -0.5
#37 CCOC(=O)N/N=C/c1c(C)c(C(=O)c2ccc(F)cc2)n2ccccc12
→ nt, 1.8, -0.3, 6.9, 1.6, 0.1, 0.7, 0.1, -2.2
#38 O=C(c1cc(-c2ccc(Cl)cc2Cl)on1)N1CCCC1
→ -6.4, -3.1, -0.5, 26.4, -2.6, -0.4, -5.0, -0.7, 2.2
#39 Oc1ccc(C(=S)N2CCCCC2)cc1Cl
→ -7.9, 2.4, -1.6, -4.4, -1.9, i, nt, 0.3, 6.3
#40 Cc1ccc(C)c(NC(=O)c2nc(-c3ccccc3)n(-c3ccccc3)n2)c1
→ -9.7, -1.9, -3.0, 35.6, 1.0, -2.1, nt, 11.5, 0.2
#41 Cn1c(NCc2ccco2)nc2c1c(=O)n(Cc1ccc(Cl)cc1Cl)c(=O)n2C
→ -8.9, 1.4, -1.0, 3.4, -9.9, -1.5, nt, 0.5, -5.9
#42 CCc1ccc(C(=O)/C=C/c2cnn(C)c2C)s1
→ -5.0, -2.8, -1.7, -5.0, -12.0, nt, nt, 0.0, -0.7
#43 O=Cc1cnc(N2CCN(c3ccccc3)CC2)s1
→ -7.9, 0.1, -1.4, 4.3, -5.5, i, 0.0, -0.1, -3.4
#44 Cc1nonc1NC(=O)CSc1nc2ccc(Cl)cc2[nH]1
→ 6.4, 4.5, 0.5, 2.5, -10.1, -0.3, 0.9, -1.2, -1.4
#45 O=c1[nH]c(=O)n(C2OC(CO)C(O)C2O)cc1F (stereo not given)
→ -13.2, nt, -0.1, 4.5, 2.1, i, nt, 203.0*, nt
#46 COc1ccccc1Nc1nnc(SCC(=O)NC(=O)Nc2ccc3c(c2)OCCO3)s1
→ -1.3, -2.8, 0.2, 15.0, -1.0, -0.1, nt, -0.5, -0.9
#47 Cc1ccc(-c2cc(C(F)F)n3ncc(C(=O)N4CCc5ccccc54)c3n2)cc1
→ -8.0, -2.6, 1.9, 42.7, -2.1, -0.5, nt, 0.5, -2.7
#48 Cc1cc(N2CCCC2=O)ccc1S(=O)(=O)NCCOc1ccccc1
→ -10.9, -1.2, -0.7, 9.4, -8.7, 1.0, -0.1, -0.6, 2.2
#49 CCOC(=O)C(O)(c1ccc(NC(=O)NC2CCCCC2)cc1)C(F)(F)F (stereo not given)
→ -8.6, 5.8, 0.7, 7.3, -1.3, -0.1, nt, 0.6, 0.3
#50 Fc1ccc(CNCc2cccc(Br)c2)cc1
→ -13.6, 2.5, -0.6, -5.7, -0.8, -0.3, 1.0, 2.7, -0.7
#51 COc1cc2c(cc1OC)C(c1ccc(OC)c(OC)c1OC)CC(=O)N2 (stereo not given)
→ -5.0, 5.0, nt, 5.1, nt, i, 0.6, 1.0, -3.4
#52 Cn1cccc1CC(=O)NNC(=O)Nc1ccccc1F
→ -4.3, nt, -0.4, 4.1, 0.8, -1.3, -3.4, -0.4, -1.5
#53 O=C(CN1C(=O)NC2(CCCCCC2)C1=O)c1ccc(Cl)s1
→ -15.6, nt, nt, 10.6, nt, -0.3, 1.1, -0.2, -6.8

Structures from the list above that have a COOH group, in the order listed:
Value order – PriA SSB inh, 3CLpro inhibitor, BoNT-A LC inh2, Y pestis TopoI, Anthrax LF prot, BH1578 lux ind, TcdB inh, PfHsp40 yeast, PrPC TRFRET
#2 O=C(CC(C(=O)O)c1c(F)cccc1Cl)c1ccc(Cl)cc1 (stereo not given)
→ -6.0, 2.1, -2.1, 8.4, 11.7, -0.4, 1.9, -0.3, 1.4
#4 O=C(O)CCC(=O)Nc1ccc(F)cc1
→ -13.2, 2.0, 0.6, 4.0, -0.9, i, nt, -0.3, 2.0
#5 CCOc1ccc(C(=O)NCCC(=O)NCCCC(=O)O)cc1
→ -2.6, -8.3, -0.2, ?, -5.8, -1.7, 0.2, 0.3, 1.6

Compound activity as filed in PubChem BioAssay.
